CYP2C9 inhib = blockers of cytochrome P450 2C9 activity – biochemical, luminescence, ADME assay, primary screen. P11712. CYP2C9 Supersomes, luciferin-H conversion. inhibition, % at 5 µM. hit rate 20% among 96,000. AID 777, 2007;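 active = blocking of liver enzyme CYP2C9 beyond about 50% at 5 µM, limit read from the data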; also: values of inactives mirror those of a sister screen read the other way
CYP2C19 inh = blockers of cytochrome P450 2C19 activity – biochemical, luminescence, ADME assay, primary screen. CYP2C19 Supersomes, luciferin-H EGE luminescence, 30 min. inhibition, % at 5 µM. hit rate 21% among 96,000. AID 778, 2007;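 active = CYP2C19 inhibition above a set limit at 5 µM in the primary screen, cut at about 50% in these data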;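 also: plate controls were negative control wells for no effect and 2.5 mM tranylcypromine positive control for full effect; values of inactives mirror those of a sister screen read the other way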
Target sequence (P33261 whole entry, looked up): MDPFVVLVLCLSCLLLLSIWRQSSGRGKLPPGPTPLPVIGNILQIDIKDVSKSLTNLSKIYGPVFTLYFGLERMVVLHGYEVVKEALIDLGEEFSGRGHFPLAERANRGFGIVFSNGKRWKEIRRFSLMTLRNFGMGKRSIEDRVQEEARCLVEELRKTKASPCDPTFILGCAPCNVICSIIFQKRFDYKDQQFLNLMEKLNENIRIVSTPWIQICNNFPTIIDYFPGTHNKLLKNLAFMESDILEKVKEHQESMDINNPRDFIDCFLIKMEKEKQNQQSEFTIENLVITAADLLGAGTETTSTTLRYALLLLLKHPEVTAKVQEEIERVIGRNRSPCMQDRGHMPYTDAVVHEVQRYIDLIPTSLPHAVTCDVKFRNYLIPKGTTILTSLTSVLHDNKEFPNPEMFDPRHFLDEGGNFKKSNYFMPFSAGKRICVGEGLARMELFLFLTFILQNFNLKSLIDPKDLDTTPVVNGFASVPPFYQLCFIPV
CYP2C9 act = human CYP2C9 activators, primary screen, biochemical, luminescence | hit rate 1.4% among 96,000 | recombinant CYP2C9, luciferin-H conversion; stronger effect = higher value; factor 1 = untreated enzyme, 0 = blocked | AID 1024, 2008 | activation factor at 5 µM | Cytochrome P450 2C9 (Homo sapiens), P11712;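 active = activation factor of 2 or more for CYP2C9 at a 5 µM dose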;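 also: 0 = sulfaphenazole-blocked wells and 1 = vehicle-only wells; values of inactives mirror those of a sister screen read the other way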
Plk1 PBD FP = Plk1 polo box domain binding inhibitors, primary screen, biochemical, fluorescence polarization; Serine/threonine-protein kinase PLK1 (Homo sapiens), P53350; Plk1 PBD phosphopeptide binding; inhibition, %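 (tested at about 20 µM)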; hit rate 0.13% among 97,000; in the data active = inhibition above about 34%, passing the limit was not always enough
CYP2C19 act = human CYP2C19 activators, primary screen, biochemical, luminescence; Cytochrome P450 2C19 (Homo sapiens), P33261; recombinant CYP2C19, luciferin-H EGE luminescence; stronger effect = higher value; 0 = fully inhibited enzyme, 1 = untreated enzyme; activation factor at 5 µM; 96,000 tested, under 10 active; AID 1025, 2008;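 active = activation factor of at least 2 at 5 µM in the primary screen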;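 also: 0 = wells with 2.5 mM tranylcypromine and 1 = vehicle-only wells; values of inactives mirror those of a sister screen read the other way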
PLAP activator = PLAP enzyme activators, biochemical, luminescence, HTS; Alkaline phosphatase, placental type (Homo sapiens), P05187; purified PLAP enzyme, luminescent substrate read-out; stronger effect = higher value; activation fold at 20 µM; hit rate 1.2% among 96,000; AID 696, 2007; in the data active = activation fold above about 2
Target sequence (P05187 whole entry, looked up): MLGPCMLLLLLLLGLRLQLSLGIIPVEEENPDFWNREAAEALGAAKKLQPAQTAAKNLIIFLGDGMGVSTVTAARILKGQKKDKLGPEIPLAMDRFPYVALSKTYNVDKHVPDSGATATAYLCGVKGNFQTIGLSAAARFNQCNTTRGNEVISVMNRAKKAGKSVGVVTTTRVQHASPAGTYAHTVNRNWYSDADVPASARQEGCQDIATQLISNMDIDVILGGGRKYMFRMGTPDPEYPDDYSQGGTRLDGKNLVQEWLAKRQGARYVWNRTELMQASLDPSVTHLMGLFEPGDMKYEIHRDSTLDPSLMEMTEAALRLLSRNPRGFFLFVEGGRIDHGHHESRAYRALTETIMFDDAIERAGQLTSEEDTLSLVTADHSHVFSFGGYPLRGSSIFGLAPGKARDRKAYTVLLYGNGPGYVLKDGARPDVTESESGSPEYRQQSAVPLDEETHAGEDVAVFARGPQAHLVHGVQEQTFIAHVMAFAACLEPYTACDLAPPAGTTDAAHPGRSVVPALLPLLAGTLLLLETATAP
Rev-RRE block = HIV-1 Rev-RRE binding inhibitors, primary screen, biochemical, FRET, protein-RNA interaction; P05866; Rev peptide-RRE RNA binding; inhibition, % at 8 µM; hit rate 0.79% among 97,000;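 active = inhibition above the screen-wide mean plus 3 SD, cut at about 35% in these data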;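 also: 0% = median DMSO wells and 100% = median Neomycin B control wells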
Target sequence (P05866 whole entry, looked up): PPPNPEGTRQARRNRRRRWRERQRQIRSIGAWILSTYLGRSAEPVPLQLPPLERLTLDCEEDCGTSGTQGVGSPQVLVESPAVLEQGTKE
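Material: labelled RRE RNA duplex and labelled Rev peptide / Buffer or medium: HEPES pH 7.5 salt buffer with EDTA / Compound dosing: single point, 8 µM final nominal compound concentration / Benchmarks: DMSO low control, neomycin B high control / Timing: 5 min preincubation and 15 min binding, 25 °C / Technique: FRET fluorescence readout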
EphB4 antag = EphB4-ephrin-B2 interaction antagonists, primary screen, biochemical, TNYL-RAW peptide probe, fluorescence polarization. Ephrin type-B receptor 4 (Homo sapiens), P54760. EphB4 LBD / TNYL-RAW-Alexa532 peptide. hit rate 0.15% among 97,000. AID 720, 2007. inhibition, % at 7 µM;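 active = inhibition above the screen-wide mean inhibition plus 3 SD, cut at about 15% in these data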;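 also: 0% = DMSO wells and 100% = excess unlabeled TNYL-RAW peptide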
PLK1 kinase inh = human PLK1 kinase inhibitors, primary screen, biochemical, TR-FRET | AID 619, 2007 | Serine/threonine-protein kinase PLK1 (Homo sapiens), P53350 | recombinant PLK1 kinase, TR-FRET peptide phosphorylation | inhibition, % at 10 µM | hit rate 0.53% among 97,000;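 active = inhibition of 50% or more in the single-concentration screen; inactive = inhibition below 50%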;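 also: 0% = DMSO max control and 100% = H-89 dihydrochloride min control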
Numbers without * were called inactive; x = not tested or not shown.

SMILES	CYP2C9 inhib	CYP2C19 inh	CYP2C9 act	Plk1 PBD FP	CYP2C19 act	PLAP activator	Rev-RRE block	EphB4 antag	PLK1 kinase inh
COc1cccc(NC(=O)CSc2nnc(-c3cc(-c4ccccn4)nc4ccccc34)o2)c1	18.4	6.9	0.8	-0.2	0.9	1.3	7.3	9.8	-2.0
O=C(CN1CCCCCC1)N/N=C/c1cccs1	12.5	27.7	0.9	4.7	0.7	2.5*	5.2	-1.6	13.4
Cc1oc(=O)c(NC(=O)c2cccc(Cl)c2)cc1C(=O)c1ccccc1	5.8	24.9	0.9	5.1	0.8	1	1.3	2.5	-9.7
O=C(NCCc1ccc2c(c1)OCO2)C1CCN(S(=O)(=O)c2ccc(Cl)cc2)CC1	3.2	-0.5	1	-2.4	1	1	9.2	-2.9	-7.9
CCN(CC)S(=O)(=O)c1cc(C(=O)Nc2ccccn2)ccc1C	38.8	60.7*	0.6	-19.2	0.4	1.4	7.7	10.1	-5.8
O=C(NC(=O)c1ccccc1)NC1(C(F)(F)F)OCCO1	41.5	75.6*	0.6	15.3	0.2	1	3.4	-2.7	16.8
COc1ccc(S(=O)(=O)Nc2ccc3c(c2)OCCO3)cc1Cl	93.4*	99.1*	0.1	29.8	0	1.1	6.7	-8.8	-9.0
COc1ccc2c(=O)c(-c3nc(C)cs3)coc2c1	26.9	15.3	0.7	-0.4	0.8	1.2	0.8	1.5	-13.6
Cc1ccc(-c2c(C#N)c(N)n(-c3ccccc3)c(=O)c2C#N)cc1	5.2	-3.5	0.9	17.6	1	1	6.5	-1.5	-10.9
Cc1nc(N2CCN(S(=O)(=O)c3ccc(F)cc3)CC2)c2c(C)c(C)sc2n1	14.8	-1.4	0.9	x	1	0.9	x	x	x
CC(=O)c1cc(-c2ccccc2)n(CC(=O)N2CCC(N3CCCCC3)CC2)c1C	10.8	10.0	0.9	0.8	0.9	1.5	5.1	-1.4	-4.7
O=C1CC(C(=O)Nc2ccc(O)c(C(=O)O)c2)C(c2ccccc2)O1 (stereo unspecified)	29.3	-14.7	0.7	-8.2	1.1	0.9	-0.3	-3.1	-8.0
COCCNC(=O)C1CC(=O)N(CCc2ccccc2)C1 (stereo unspecified)	-13.0	22.4	1.1	-9.4	0.8	1	6.3	4.6	-4.7
CCN(C)c1ccc(/C=N\n2nnnc2N)cc1	-25.9	31.4	1.3	3.1	0.7	0.9	10.4	5.8	-1.2
CCCCOc1ccc(NC2=NC3(CCCCC3)N=C(N)N2)cc1	2.8	26.9	1	13.5	0.7	x	-16.1	4.0	-14.1
COc1ccc2c(c1OC)C(C1c3c(cc4c(c3OC)OCO4)CCN1C)OC2=O (stereo unspecified)	x	x	x	6.7	x	x	0.9	-8.1	-6.0
Cc1ccc2cc(S(=O)(=O)NCCC(=O)O)ccc2c1	8.8	26.5	0.9	3.8	0.7	1.1	5.7	6.4	0.3
COc1cccc2c(=O)c(C(=O)O)c[nH]c12	33.2	-17.1	0.7	-28.4	1.2	1.1	-0.1	3.1	-15.6
COCCNC(=O)CN(c1ccc(OC)c(OC)c1)S(=O)(=O)c1ccc(C)cc1	19.2	4.0	0.8	31.1	1	1	-1.5	-2.6	-2.1
O=C(N/N=C/C1C(c2ccccc2)C1(Cl)Cl)c1cccc(Br)c1 (stereo unspecified)	70.5*	17.5	0.3	-4.1	0.8	1.2	9.9	1.8	-4.8
CCCc1cc(=O)oc2c(C)c(OCC(=O)c3ccc(N4CCCC4)cc3)ccc12	5.3	-9.9	0.9	3.7	1.1	0.9	7.0	-4.7	-15.4
Cn1c(=O)cc(OCC(=O)N2CCN(c3cccc(C(F)(F)F)c3)CC2)c2ccccc21	x	x	x	3.6	x	x	0.5	-1.6	-10.9
COc1ccc(OC)c(NC(=O)c2nnn(Cc3ccc(Br)cc3F)c2N)c1	6.3	37.8	0.9	-6.7	0.6	0.9	17.2	3.0	-7.6
COc1ccc(-c2noc(CCC(=O)NC3CCN(Cc4ccccc4)CC3)n2)cc1	83.7*	73.0*	0.2	-11.9	0.3	1.6	10.1	-0.4	-1.3
Cc1cc(C(=O)Nc2c(C)nn(Cc3ccc(F)cc3)c2C)on1	24.5	29.0	0.8	24.1	0.7	1	4.3	5.0	-4.0
CCOC(=O)N1CCN(C(=O)c2oc3ccc(S(=O)(=O)N4CCOCC4)cc3c2C)CC1	75.1*	55.0*	0.2	x	0.4	1.5	x	x	x
O=C(C1CC1)N1CCN=C1SCc1cccc(F)c1	26.7	89.9*	0.7	x	0.1	1	x	x	x
CCn1c(-c2cccc(Cl)c2)n[nH]c1=S	0.6	41.1	1	-0.8	0.6	0.9	4.7	6.0	-4.9
O=C(c1ccccc1)c1coc2ccc(O)c(CN3CCOCC3)c12	56.1*	95.5*	0.4	5.0	0	1.5	4.1	-7.0	-5.9
O=c1cc(-c2ccc3c(c2)OCO3)oc2ccccc12	24.5	-0.1	0.8	x	1	0.9	x	x	x
Cn1c(=O)[nH]c2sc3c(c2c1=O)CC(C)(C)OC3	-5.0	-8.2	1.1	14.4	1.1	0.9	7.8	-1.1	-0.9
COc1cc2ccccc2cc1C(=O)O	82.0*	21.1	0.2	-13.7	0.8	1	6.9	-0.8	4.9
CC(C)Oc1ccc(NC(N)=O)cc1	9.4	6.3	0.9	x	0.9	0.9	x	x	x
CC(=O)Nc1ccccc1C(=O)C(=O)O	-16.0	-12.0	1.2	-6.4	1.1	1	0.6	-9.3	-11.4
COc1ccc(CCN(C(=O)COc2ccccc2)c2nc(-c3ccccc3)cs2)cc1OC	75.2*	35.3	0.2	-9.7	0.6	0.9	7.8	4.0	-12.3
C/C=C/Cn1c(Br)nc2c1c(=O)[nH]c(=O)n2C	-7.5	-10.9	1.1	9.0	1.1	0.7	4.1	2.4	0.2
CC(C)COC(=O)C1C2C=CC3(CN(C(C)c4ccc(Br)cc4)C(=O)C13)O2 (stereo unspecified)	9.2	31.0	0.9	x	0.7	1.4	x	x	x
CSc1ncc(Cl)c(C(=O)Nc2nnc(SC)s2)n1	-10.8	-22.2	1.1	17.5	1.2	1	10.2	-3.3	-7.7
CN1CCN(S(=O)(=O)c2ccc3c(c2)OCCO3)CC1	-21.5	45.7	1.2	-2.1	0.5	1.1	8.6	-5.2	-10.3
COC(=O)C1=C(C)N(CCC2=CCCCC2)C(=O)C1	44.1	97.8*	0.6	-14.5	0	1.3	1.5	2.9	-7.1

An excerpt from above in order of count of non-hydrogen atoms, high to low:
SMILES	CYP2C9 inhib	CYP2C19 inh	CYP2C9 act	Plk1 PBD FP	CYP2C19 act	PLAP activator	Rev-RRE block	EphB4 antag	PLK1 kinase inh
COc1ccc(OC)c(NC(=O)c2nnn(Cc3ccc(Br)cc3F)c2N)c1	6.3	37.8	0.9	-6.7	0.6	0.9	17.2	3.0	-7.6
O=C(N/N=C/C1C(c2ccccc2)C1(Cl)Cl)c1cccc(Br)c1 (stereo unspecified)	70.5*	17.5	0.3	-4.1	0.8	1.2	9.9	1.8	-4.8
COc1cc2ccccc2cc1C(=O)O	82.0*	21.1	0.2	-13.7	0.8	1	6.9	-0.8	4.9

(cont.)
SMILES	CYP2C9 inhib	CYP2C19 inh	CYP2C9 act	Plk1 PBD FP	CYP2C19 act	PLAP activator	Rev-RRE block	EphB4 antag	PLK1 kinase inh
N/C(=N\OC(=O)c1ccc2c(c1)OCO2)c1ccc(Cl)cc1	18.9	7.3	0.8	10.2	0.9	1	4.9	-3.9	-12.7
O=C(Nc1cccc2ccccc12)c1onc2c1CCCC2	-38.6	7.1	1.4	2.9	0.9	0.9	2.9	-0.3	-8.1
CC1CN(C(c2cccs2)c2sc3ncnn3c2O)CC(C)O1 (stereo unspecified)	x	x	x	0.1	x	x	4.2	-1.8	-8.8
CCn1c2ccccc2c2cc(Nc3cc(C)nc4ncnn34)ccc21	20.6	15.9	0.8	x	0.8	1.6	x	x	x
CCC(=O)Nc1cccc(Br)c1	-5.1	-1.1	1.1	-7.9	1	0.9	3.3	-3.1	1.8
O=C(COc1ccc2oc(-c3ccccc3)cc(=O)c2c1)NCc1ccco1	57.5*	23.9	0.4	14.7	0.8	1	4.8	-6.6	-8.3
S=C(Nc1ccc2snnc2c1)N1CCN(c2ccccn2)CC1	17.8	25.8	0.8	7.6	0.7	1	-5.5	-1.7	-2.3
Cc1onc(-c2c(F)cccc2Cl)c1C(=O)OCC(=O)Nc1c(C)n(C)n(-c2ccccc2)c1=O	34.3	6.7	0.7	x	0.9	1.7	x	x	x
Oc1ccccc1-c1n[nH]c(=S)n1Cc1ccco1	-10.4	17.5	1.1	-14.9	0.8	1.9	7.6	-7.0	-7.1
CCOC1(OCC)N=C(N)C2(C#N)C(c3cccc(OC)c3OC)C12C#N (stereo unspecified)	14.4	3.5	0.9	17.1	1	1.1	4.2	-3.9	-6.5
CCC(=O)c1ccc(OCC(O)CN2C(=O)NC(C)(C)C2=O)cc1 (stereo unspecified)	0.4	31.7	1	2.7	0.7	1.1	x	x	-0.1
Cc1cccnc1N(C(=O)Nc1ccccc1)C1=NCC(C)(C)S1	3.0	-5.4	1	12.1	1.1	0.8	0.8	2.0	-7.5
COc1cc(NS(=O)(=O)c2ccc(OC)c(C)c2C)c(OC)cc1Cl	99.2*	99.1*	0	0.9	0	1.2	10.4	-2.9	-7.1
Cc1cc(=O)oc2cc(OCCSCCN3CCOCC3)ccc12	17.1	1.8	0.8	15.5	1	1.3	0.8	3.3	-5.8
COc1ccc(NC(=O)CN2CCOCC2)cc1	-3.3	39.8	1	13.8	0.6	1	9.8	-3.1	-9.1
CN(C)CCCNC(=O)/C(=N\O)c1ccccc1	18.4	-16.7	0.8	18.7	1.2	0.8	0.0	2.5	4.5
CCC(C)(C)C1CCC2(CC1)NC(CO)(CO)CO2 (stereo unspecified)	x	x	x	26.4	x	x	-3.6	-4.7	-1.6
COc1ccc(CCN2CC(C(=O)O)CC2=O)cc1 (stereo unspecified)	-15.9	-9.9	1.2	-0.8	1.1	1.2	5.2	3.8	0.8
COCCn1c(C)cc(C(=O)CSc2nnc(C)s2)c1C	16.8	27.1	0.8	x	0.7	0.9	x	x	x
O=C1C=C(Nc2cccc(Cl)c2)CC(c2ccco2)C1 (stereo unspecified)	0.8	12.2	1	-23.2	0.9	0.8	-1.0	2.4	-18.9
COC(=O)C1=C(N)Oc2cc(C)n(Cc3cccnc3)c(=O)c2C1c1ccc(OC)c(OC)c1OC (stereo unspecified)	35.7	21.6	0.6	-17.8	0.8	1.5	3.1	-3.5	-0.7
Cc1cc(=O)c2c(O)c(O)ccc2o1	-11.9	-3.3	1.1	-1.6	1	1	1.5	-7.7	22.2
CCOC(=O)N1CCN(S(=O)(=O)c2ccc(F)c(C(=O)Nc3cccc(C)c3C)c2)CC1	19.3	3.6	0.8	9.1	1	1	-2.2	-4.6	4.6
CSc1nc2c(c(=O)[nH]1)C(c1cccs1)C1=C(CCCC1=O)N2 (stereo unspecified)	19.8	2.6	0.8	-1.1	1	1	7.6	-2.8	-9.2
CC1(C)Cc2ccccc2-c2nnc(-c3ccc4ccccc4n3)n21	x	x	x	-20.5	x	x	-0.6	4.6	-8.3
Cc1c(NC(=O)c2cccs2)cccc1C(=O)O	24.0	6.5	0.8	-18.4	0.9	1.1	2.3	2.3	-9.2

An unsorted share of the library (roughly 29% active in at least one column).
